# Source: PubChem BioAssay
# LDHA inh – qHTS assay for inhibitors of human lactate dehydrogenase. L-lactate dehydrogenase A chain (Homo sapiens), P00338. purified LDHA, NADH/diaphorase-resazurin fluorescence; stronger effect = lower value. activity change, % (values are at about 110 or 230 µM). hit rate 0.15% among 480,000. AID 1347041, 2019; in the data active means activity change below about -30%; inconclusive means mostly about -25% to -30%;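 further: plate controls were DMSO wells for no effect and wells without enzyme for full effect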
#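 Remaining NADH was detected by diaphorase (0.133 mg/mL) converting 37 µM resazurin to fluorescent resorufin, read at 0 and 20 minutes. The preceding 5-minute room-temperature reaction used 2 nM LDHA, 0.2 mM sodium pyruvate and 0.06 mM NADH at pH 7.4.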
# 12-LOX inh – Primary qHTS assay for inhibitors of human arachidonate 12S-lipoxygenase (ALOX12): Round 2. Polyunsaturated fatty acid lipoxygenase ALOX12 (Homo sapiens), P18054. Potency, µM (top dose mostly 108 µM), inactives show at the highest dose activity change, negative = inhibition, usual class: inhibitors. hit rate 1.1% among 580,000. purified 12hLO, xylenol orange hydroperoxide absorbance; active means well fitted inhibition curve with a large enough effect; inconclusive means small, poorly fitted or top-dose-only effect, or another doubt; inactive means no such curve, though single readings can be large or run the other way; further: potency means the concentration at half of the fitted maximal effect
# Target sequence (P18054 whole entry, looked up): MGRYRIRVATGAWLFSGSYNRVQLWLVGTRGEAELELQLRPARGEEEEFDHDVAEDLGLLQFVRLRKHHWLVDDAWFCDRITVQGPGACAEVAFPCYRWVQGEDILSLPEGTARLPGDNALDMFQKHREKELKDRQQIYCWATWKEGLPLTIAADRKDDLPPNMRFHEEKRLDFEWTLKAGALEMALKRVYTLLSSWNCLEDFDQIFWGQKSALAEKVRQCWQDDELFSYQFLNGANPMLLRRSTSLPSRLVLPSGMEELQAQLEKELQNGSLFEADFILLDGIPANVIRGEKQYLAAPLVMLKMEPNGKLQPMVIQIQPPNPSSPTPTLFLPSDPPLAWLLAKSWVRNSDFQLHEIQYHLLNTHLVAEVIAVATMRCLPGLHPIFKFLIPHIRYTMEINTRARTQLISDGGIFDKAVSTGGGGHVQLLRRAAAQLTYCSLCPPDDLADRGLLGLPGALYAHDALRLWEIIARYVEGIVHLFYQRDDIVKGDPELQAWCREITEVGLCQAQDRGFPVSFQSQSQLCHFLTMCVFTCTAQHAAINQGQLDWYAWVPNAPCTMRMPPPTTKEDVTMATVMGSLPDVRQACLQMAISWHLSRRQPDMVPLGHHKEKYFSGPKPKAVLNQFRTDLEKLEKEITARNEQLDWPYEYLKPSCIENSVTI
#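 Hydroperoxide product was detected by ferrous iron/xylenol orange as the 573 to 405 nm absorbance ratio. Arachidonic acid at 40 uM (final) was turned over for 30 min at room temperature by 150 nM human 12hLO, pH 7.0 Hepes buffer, after 15 min compound preincubation.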
# Starred values were filed as active, the others as inactive; u = inconclusive; x = not tested or not shown; [ ] = another dose, or the depositor's remark. Unless noted, on the % scale 0 is the no-effect control and ±100 the full control effect. These rows are one share of the data (hit frequency here may not be typical).
SMILES	LDHA inh	12-LOX inh
O=C(Nc1ccc(C23CC4CC(CC(C4)C2)C3)cc1)c1ccccc1Cl	3	41%[activator]
Cc1cc(C)cc(-n2ncc3c(=O)n(CC(O)COc4ccc(F)cc4)cnc32)c1 (stereo unspecified)	8	-5%
CCCc1cc(=O)n2nc(N(C)CC(=O)Nc3ccccc3Br)sc2n1	-13	2%
O=C(O)c1ccc(C(F)(F)F)cn1	5	u
CCCNC(=O)C1(C)CCCN(Cc2cccn2C)C1 (stereo unspecified)	-5	u
COc1cc(CNc2ncn[nH]2)ccc1OCc1ccccc1	0	10%
CC(C)NC(=O)C(Cl)c1ccccc1 (stereo unspecified)	-3	-39%
Cc1cc(NC(=O)COc2c(C)cc(Cl)cc2Cl)ccc1NC(=O)c1ccco1	1	-5%
Cc1ccc(-n2cc(C(=O)N3CCc4ccccc4C3)nn2)cc1	9	10%
CCCC(=O)Nc1ccc(O)c(-c2nc3cc(CC)ccc3o2)c1	3	10%
CCCn1nnc(NCc2ccc(Cl)cc2Cl)n1	u	7%
CC(=O)c1cc(F)c(N2CCN(C(=O)c3cccc(F)c3)CC2)cc1C	-7	-5%
O=C(O)CC(C(=O)OCC(F)(F)C(F)F)N1CCOCC1 (stereo unspecified)	2	u
N#C/C(=C/c1cccc2c1OCCCO2)c1nc2ccccc2[nH]1	15	u
O=C(Nc1nnc([C@H]2C[C@H](O)[C@@H](CO)O2)s1)NC(c1ccccc1)c1ccccc1	-2	4%
O=c1cccc(-c2ccc3ccccc3c2)o1	-6	u
CN1CCC(N(C)C(=O)CCc2ccccc2Cl)CC1	-6	u
CCOC(=O)N1CCN(C(=O)c2nn3c(C(F)(F)F)cc(-c4ccccc4)nc3c2Cl)CC1	5	-19%
COc1cc(OC)c(NC(=O)CCOc2cc(C)ccc2C)cc1Cl	17	-2%
CC(C(=O)NC1CCCCC1)(c1ccccc1)c1ccccc1	9	6%

# Arranged by the number under LDHA inh (descending): some entries from above
compound	LDHA inh
COc1cc(OC)c(NC(=O)CCOc2cc(C)ccc2C)cc1Cl	17
CCOC(=O)N1CCN(C(=O)c2nn3c(C(F)(F)F)cc(-c4ccccc4)nc3c2Cl)CC1	5
O=C(Nc1nnc([C@H]2C[C@H](O)[C@@H](CO)O2)s1)NC(c1ccccc1)c1ccccc1	-2
O=c1cccc(-c2ccc3ccccc3c2)o1	-6

# Next part:
SMILES	LDHA inh	12-LOX inh
Brc1ccc(-c2ccc(-c3nnc(-c4ccco4)o3)o2)cc1	12	14µM*
CC(C)C(C)(C#N)NC(=O)CSc1ccc2ccccc2n1 (stereo unspecified)	-1	-29%
CCN1CCC(NC(=O)C2CCN(S(=O)(=O)c3ccccc3F)CC2)CC1	-7	-16%
CC(=O)c1ccc(N2CCN(C(=O)CNC(=O)NCc3ccc(F)cc3)CC2)cc1	0	-1%
O=C(Nc1ccc2c(c1)OCCO2)C1=CCN(Cc2ccccc2F)CC1	8	u
NCc1csc(NC(=O)Nc2cccc(C(F)(F)F)c2)n1	-2	-4%
CCCCCCCCC(=O)Oc1ccc(C(=O)O)cc1	11	2%
CCn1c(C)cc(C(=O)COC(=O)c2nccnc2N)c1C	1	u
O=C(NCCc1cccc2cccnc12)Nc1cccc(NC(=O)Nc2ccccc2)c1	9	11%
O=C(NCC1CCCCC1)c1ccc2nc([C@H]3C[C@H](O)[C@@H](CO)O3)[nH]c2c1	-6	-8%
COC(=O)C(C(=O)OC)c1ccccc1CNS(=O)(=O)c1ccc(C)cc1	0	-8%
COc1ccc(OC)c(C(O)c2ncc(-c3ccccc3OC)[nH]2)c1 (stereo unspecified)	3	0%
CC1=CCC(/C=N/NC(N)=O)CC1 (stereo unspecified)	2	15%
CSc1ccc(Cl)c(C(=O)NCc2ccc(-n3cccn3)cc2)c1	0	u
CC(=O)Nc1cccc(NC(=O)CCc2ncc(-c3ccc(Cl)cc3)o2)c1	-6	-26%
CC(OC(=O)c1ccccn1)C(=O)C12CC3CC(CC(C3)C1)C2 (stereo unspecified)	-2	3%
Cc1ccc(-c2nc(CSCc3ccc(C#N)cc3)cs2)cc1	0	1%
C#CCOC(=O)c1ccccc1C(=O)N(C1CCCCC1)C1CCCCC1	3	18%
COCCn1cnc2c1c(=O)n(CC(=O)OCCOc1ccccc1F)c(=O)n2Cc1ccccc1	5	-8%
Cc1cc(C)c2cc(C(=O)NCc3ccc4c(c3)OCO4)[nH]c2c1	-6	u
Clc1cccc(Cl)c1CNCCN1CCCC1	7	u
CCCCN1C(SCC(=O)OCC)=NS(=O)(=O)c2ccccc21	-3	-14%
OC(c1ccc(Cl)c(F)c1)c1ncc(-c2ccccc2C(F)(F)F)[nH]1 (stereo unspecified)	-4	-2%
CCOC(=O)C1=CN(Cc2ccc(F)cc2)C=C(C(=O)OCC)C1c1cccc(O)c1	6	u
O=C(CSC1=Nc2ccccc2C2=NC(c3ccccc3)C(=O)N12)Nc1ccc(F)cc1F (stereo unspecified)	2	0%
CN(C)c1ccc(C(=O)/C=C/c2ccc(C#N)cc2)cc1	1	-27%
O=C(NCCC(c1ccccc1)c1ccccc1)NNc1ccccn1	13	22µM*
O=C(Nc1ccc2c(c1)CCC2)c1cccc2ccccc12	-2	55%[activator]
CC1=NN(c2nc(C)cc(C)n2)C(=O)C1Cc1ccc(Cl)cc1 (stereo unspecified)	-36*	39%
O=C(/C=C/c1ccccc1)c1ccc(-n2cc(-c3ccccc3)cc2-c2ccccc2)cc1	7	u
Cc1ccc(-n2ncnc2-c2cc3c(n(-c4ccc(C)cc4)c2=O)CC(C)(C)CC3=O)cc1	u	u
COc1ccc(Cl)cc1Cn1c(C)c(C(=O)NCc2ccc3c(c2)OCCO3)sc1=O	0	2%
CCSc1ccccc1C(=O)NCC(C)C	0	11%
N#CC(C(=O)NCc1ccccc1)=C1CCCCCC1	-21	u
CC(C)=CCC/C(C)=C/C=N/NC(=S)Nc1ccc(C)cc1	-2	u
CCOCCCNC(=O)C(NC(=O)C1CCC(CC)CC1)C(C)C (stereo unspecified)	6	6%
CCCOc1ccc(C2CC(=O)Nc3c2c(C)nn3-c2ccc3nncn3n2)cc1OCC (stereo unspecified)	-2	12%
Cc1cc(C(=O)N2CCCc3cc(C(F)(F)F)ccc32)c2ccccc2n1	8	u
COc1ccc(C2CC(=O)Nc3c(C(=O)O)cn(-c4ccc(F)cc4)c32)cc1O (stereo unspecified)	3	-9%
Cc1ccc(S(=O)(=O)NCCc2nnc3ccc(SCc4ccc(Cl)cc4)nn23)cc1	12	6%
CNc1oc(-c2ccccc2F)nc1S(=O)(=O)c1ccc2c(c1)OCCO2	0	-14%
O=C(CSc1ccc2ccccc2n1)NCCc1ccc(Cl)cc1	-2	u
Cc1c(C#N)c(NC(=O)CSc2nncn2-c2ccccc2)n(Cc2ccco2)c1C	2	26%
CCCC(=O)Nc1nnc([C@H]2C[C@H](O)[C@@H](CO)O2)s1	-2	-17%
CC(C)(C)c1ccc(C(=O)N2CCC2(C)C(=O)Nc2cccc3ccccc23)cc1 (stereo unspecified)	-4	4%
CCN(Cc1cccs1)C(=O)Cc1c[nH]c2ccccc12	0	7%
OC[C@@H]1CN(Cc2ccc(Cl)cc2)C[C@H](n2cnc3c(NCc4ccco4)ncnc32)O1	-2	-20%
CC1CCCc2sc(N)c(C#N)c21 (stereo unspecified)	0	u
CC(=O)N1CCC(N(CCCN2CCC(C)CC2)C(=O)Nc2cc(C)ccc2C)CC1	2	-4%
COc1ccc(NC(=O)CCc2c(C)c3ccc(OC)c(C)c3oc2=O)c(OC)c1	0	-1%
N#Cc1ccccc1OCCN1CCc2ccccc2C1	1	u
CC(C)CCN(C(=O)CN(C)c1ccccc1)c1c(N)n(Cc2ccccc2)c(=O)[nH]c1=O	2	-10%
CCCC(=O)N1CCCC1(C)C(=O)Nc1cc(OC)ccc1OC (stereo unspecified)	0	14%
N#Cc1ccc(CSC2=NCCCN2)cc1	9	-45%
C=CCOc1ccccc1NC(=O)c1ccc(C)cc1	5	26%
CC(C)CN(C(=O)CN1c2ccccc2CC1C)c1c(N)n(Cc2ccccc2)c(=O)[nH]c1=O (stereo unspecified)	-3	u
Cc1nc2cc(NS(=O)(=O)c3cccc(F)c3)ccc2o1	34	-16%
CCC(=O)N1N=C(c2cccc(NS(C)(=O)=O)c2)CC1c1ccc2nccnc2c1 (stereo unspecified)	-17	-27%
O=C(Nc1cccc(-c2nc3cc(Cl)ccc3o2)c1)c1ccc([N+](=O)[O-])o1	4	-16%
Cc1ccc(C)c(OCCOc2ccc3ccc(=O)oc3c2)c1	4	22%

# The results go on.
SMILES	LDHA inh	12-LOX inh
O=C(NCc1noc(-c2ccccc2)n1)c1cc2ccccc2o1	9	-28%
CCCNC(=O)NC(=O)CSc1nc(NC2CC2)c2ccccc2n1	4	-17%
CCCC(C)NC(=O)COC(=O)c1nn(-c2ccccc2)cc1OC (stereo unspecified)	4	-17%
O=c1[nH]nc(-c2ccco2)c2c1Nc1nnnn1C2c1ccc(Cl)cc1Cl (stereo unspecified)	-18	u
CC(C)c1cc(C(=O)N2CCNC(=O)C2)c2ccccc2n1	0	1%
Cc1ccc(C(=O)COC(=O)c2ccccc2C(=O)c2ccc(-c3ccccc3)cc2)cc1	5	u
CC(C1CC1)N(C)CC(=O)NC(C)(C#N)C(C)C (stereo unspecified)	-2	-2%
CC(C)c1ccc(Nc2ncc3c(n2)CCN(C(=O)Nc2ccc(F)c(Cl)c2)C3)cc1	1	-15%
O=C(NCc1cccnc1)c1cc(C2CCCCN2S(=O)(=O)c2ccccc2)on1 (stereo unspecified)	-7	0%
Cc1ccc2c(COC(=O)C3=NNC(=O)CC3)cc(=O)oc2c1	0	3%
Cc1cc2oc(=O)cc(CSc3nncn3C(C)C)c2cc1C	-1	-20%
Cc1ccc(C(NC(=O)c2ccccc2C)c2cccnc2)cc1C (stereo unspecified)	4	9%
Cc1ccc(S(=O)(=O)Nc2nc3ccccc3nc2Nc2ccc(C(=O)O)cc2)cc1C	-8	42%
N#Cc1ccc(COC(=O)c2ccc3c(c2)OCCO3)cc1	6	-3%
COc1ccc2cc(/C=C(/C#N)c3nc4ccccc4[nH]3)ccc2c1	1	u
Cc1ccccc1C1CC(=O)N(c2ccc(C(F)(F)F)cc2)C2=C1C(=O)CCC2 (stereo unspecified)	-1	14%
CN(C)CCCn1c(-c2ccc(COc3ccc(Br)cc3)o2)n[nH]c1=S	-6	14µM*
CC(C)CCNC(=O)C1CCNCC1	2	u
O=C(CNC(=O)c1ccc(Cl)cc1Cl)NCc1cnn(-c2ccccc2)c1	-3	-30%
Cc1c(C(=O)c2ccc(C(C)(C)C)cc2)sc(Nc2ccccc2)c1C#N	11	u
COc1ccccc1-c1ccc2c(c1)C(C)(Cc1cccc(C#N)c1)C(=O)N2 (stereo unspecified)	-4	-30%
Cc1ccc(C)c(NC(=O)C(c2ccccc2)N2CCC(c3nc(C4CC4)n[nH]3)CC2)c1 (stereo unspecified)	10	-8%
Cc1oc(-c2ccccc2)nc1C(=O)N1CCN(C(=O)c2ccco2)CC1	0	-25%
C#CCNC(=O)CSc1cccs1	1	-27%
COc1ccc(CCN2C(=O)CCC2(C)c2nnnn2-c2c(C)cccc2C)cc1OC (stereo unspecified)	-1	-68%
CCCn1nc(C(=O)Nc2cccc(S(=O)(=O)N(C)C)c2)c2ccccc2c1=O	5	33%[activator]
Cc1cc(OS(C)(=O)=O)cc2c1C(=O)/C(=C/c1cccnc1)O2	-3	-20%
O=C(CC[C@H]1O[C@@H](n2cnc3c(NC(=O)c4ccccc4)ncnc32)[C@H](O)[C@@H]1O)NCc1ccccn1	-3	-3%
CC(NC(=O)CCC1CCCCC1)C1CC2CCC1C2 (stereo unspecified)	2	-58%
CCOc1ccc(NC(=O)c2n[nH]c(=O)c3ccccc23)cc1OC	-9	-57%
Cc1ccc2oc(C(=O)NCCc3nc(-c4ccccc4)no3)cc(=O)c2c1	-4	1%
Cc1cc(OCC(=O)OCCOc2ccccc2)ccc1Cl	9	10%
COC(=O)CN1C(=O)CSc2ccc(S(=O)(=O)Nc3ccc(C)c(N(C)C)c3)cc21	11	x
Cc1ccc(-c2nn3c(N(C)C)cc(C)nc3c2C)cc1	-2	3%
Cc1ccc(F)cc1NC(=O)CC(C)(C(=O)O)c1ccccc1 (stereo unspecified)	-5	2%

# Compounds shown so far that contain a thiophene ring, fused or not:
SMILES	LDHA inh	12-LOX inh
CCN(Cc1cccs1)C(=O)Cc1c[nH]c2ccccc12	0	7%
CC1CCCc2sc(N)c(C#N)c21 (stereo unspecified)	0	u
Cc1c(C(=O)c2ccc(C(C)(C)C)cc2)sc(Nc2ccccc2)c1C#N	11	u
C#CCNC(=O)CSc1cccs1	1	-27%
